Screening data from PubChem BioAssay.
TcdB GH inh: TcdB glycohydrolase inhibition | P18177 | TcdB glycohydrolase enzymatic assay, plate reader | inhibition, % at 9.99 µM | 0.24% of 350,000 active | AID 652162; in the data active = inhibition above about 10%
BH1578 lux ind: induces V. cholerae light production without autoinducers; V. cholerae BH1578 lux reporter, luminescence, 6 h; activation, % at 18.7 µM; 0.16% of 350,000 active; AID 588436; in the data active = activation mostly above about 9.7%, no sharp cut-off; inconclusive = no clear call, values can overlap the other calls; inactive = mostly below about 3.7%; also: not every result past the cut was called active; inactives centre near 0; reference of the scale not given here
PriA SSB inh: inhibitors of Klebsiella pneumoniae PriA binding to SSB C-terminal tail | inhibition, % at 33 µM | AID 1272365 | AlphaScreen SSBct-PriA binding, biotinylated peptide | 0.6% of 430,000 active; in the data active = inhibition mostly above about 37%, no sharp cut-off; inactive = mostly below about 20%;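 also: plate controls were negative control peptide for no effect and reference peptide for full effect; strong numbers were not always called active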
CCHFV vOTU inh: blocks the CCHF virus ovarian tumor domain protease; AID 651958; CCHFV vOTU protease, Pep-AMC fluorescence; inhibition, % at 11.5 µM; 0.55% of 370,000 active; in the data active = inhibition above about 30%; also: 0% = vehicle wells with enzyme and 100% = no enzyme wells
Y pestis TopoI: blocks Yersinia pestis topoisomerase I activity | Y. pestis Topo-I cleavage product accumulation, plate reader | activity, % at 10 µM | 0.064% of 360,000 active | AID 504884; in the data active = activity above about 50%, passing the limit was not always enough; inconclusive = no clear call, values can overlap the other calls; also: inactives centre near 2
PfHsp40 yeast: compounds rescuing yeast from Plasmodium falciparum HSP40 toxicity; S. cerevisiae expressing PfHsp40, growth rescue, ATP luminescence; growth rescue, % at 12.5 µM; 0.68% of 340,000 active; AID 504582; in the data active = growth rescue above about 28%, passing the limit was not always enough; inconclusive = no clear call, values can overlap the other calls;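 also: yeast W303a lacking pdr1 and pdr3 grown in galactose medium; growth measured after three days at 30 °C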
Anthrax LF prot: anthrax lethal factor protease inhibition | multiplex microsphere protease cleavage assay, LF | inhibition, % at 10 µM | 0.12% of 360,000 active; also: plate controls were buffer without enzyme for full effect and enzyme alone for no effect
3CLpro inhibitor: SARS-CoV 3CLpro protease inhibition. AID 1706. 0.14% of 290,000 active. P0C6X7. recombinant SARS-CoV 3CLpro, quenched FRET peptide cleavage. inhibition, % at 6 µM; in the data active = inhibition above about 12%
BoNT A protease: BoNT A light chain protease inhibition. multiplex microsphere protease substrate cleavage, flow cytometry. inhibition, % at 10 µM. 0.17% of 360,000 active. AID 588499; also: plate controls were buffer without enzyme for full effect and enzyme alone for no effect
DUSP3 inh: inhibitors of human VHR1 phosphatase (DUSP3) | P51452 | recombinant VHR phosphatase, pNPP absorbance | inhibition, % at 13.3 µM | 0.52% of 290,000 active | AID 1654; in the data active = inhibition above about 50%; also: some compounds called inactive have numbers as strong as hits
* = called active by the depositor; i = inactive; ? = inconclusive; / = not tested or not shown; & = joins results of further samples. Rule as the data show it, unless noted: active = inhibition above about 30%; inconclusive = no clear call, values can overlap the other calls; inactive = below that. This is a subset; the hit share may differ from the screen's.

SMILES	TcdB GH inh	BH1578 lux ind	PriA SSB inh	CCHFV vOTU inh	Y pestis TopoI	PfHsp40 yeast	Anthrax LF prot	3CLpro inhibitor	BoNT A protease	DUSP3 inh
O=C(Oc1cccc(/C=N/Nc2nc(Nc3ccccc3)nc(N3CCOCC3)n2)c1)c1ccco1	/	-0.3	/	-6	3	2.6	-1	10	-0.9	7
CCc1nnc(NC(=O)CSc2nnc(CNC(=O)c3ccccc3F)n2C)s1	1.0	-6.2	6	-5	9	-1.6	-3	1	2.0	17
O=C(NNC(=O)c1ccccc1OCc1ccccc1)c1ccccc1O	0.8	i	2	8	1	3.5	-4	2	0.4	-6
Cc1onc(-c2c(Cl)cccc2Cl)c1C(=O)NCc1cccs1	1.1	0.2	-16	13	-7	-1.5	-2	6	-0.3	2
Cc1cc(C)nc(NC(=S)Nc2cccc(F)c2)c1	0.4	i	-6	-3	0	0.8	13	4	?	9
c1ccc(OCCSc2nnnn2-c2ccccc2)cc1	/	/	-102	2	-2	0.9	-8	2	-0.2	11
O=C(c1cccc(C(F)(F)F)c1)N1CCCCCC1	/	i	-7	-8	2	0.0	0	0	-0.2	10
COCCCn1c(=O)c2sccc2n(Cc2cc(C(=O)OC)ccc2OC)c1=O	1.5	-0.5	-10	-5	15	-0.5	-6	-3	0.9	21
O=C(Cc1ccccc1)NNC1CC(=O)N(c2ccc(Cl)cc2)C1=O (stereo not given)	-2.0	-0.1	-2	-12	2	-0.4	-5	1	-0.9	53*
COCCNC(=O)C1CC(c2ccccc2C(F)(F)F)=NO1 (stereo not given)	-1.3	2.7	-4	-3	-9	-0.6	1	/	-0.4	/
COC(=O)[C@]1(Cc2ccccc2)N[C@H](CN(C)C(=O)c2ccc(C(C)(C)C)cc2)[C@@H]2C(=O)N(Cc3ccccc3)C(=O)[C@@H]21	0.8	-0.5	-4	0	18	1.0	-5	/	-0.4	/
Cc1nc(SCc2cccnc2)[nH]c(=O)c1C	/	i	-23	/	2	23	2	4	2.9	14
O=C(Nc1ccc(Cl)c(Cl)c1)Nc1cc(C(=O)N2CCOCC2)ccc1N1CCCCC1	/	5.9	-10	-14	5	-1.7	-3	-4	-1.8	/
CCNc1nc(SCC(=O)Nc2ccc(Cl)c(Cl)c2)nc(N2CCOCC2)n1	1.0	-0.3	-8	0	7	0.1	-2	9	-0.9	31
CS(=O)(=O)NCc1nnc(SCc2c(F)cccc2Cl)o1	-0.4	i	-14	-15	1	-0.2	-5	4	1.4	18
COc1ccc(NS(=O)(=O)c2cc(S(C)(=O)=O)ccc2C)cc1	0.7	-0.2	-7	-6	1	1.7	0	4	1.0	-7
COC(=O)c1[nH]c2cccc(OC)c2c1NC(=O)CN(C)CC1OCCO1	/	i	-4	-1	1	-1.0	-12	6	-1.3	4
O=C1N(CN2CCN(c3cccc(Cl)c3)CC2)c2ccccc2C12OCCCO2	/	i	-6	-11	-2	5.0	-8	2	7.5	-4
CCn1nc(C)c(NC(=O)CC23CC4CC(CC(C4)C2)C3)c1C	2.4	-0.3	4	4	-6	-0.3	1	7	-0.6	4
CCSc1ccc2nnc(-c3cccc(F)c3)n2n1	/	-0.4	-20	5	2	-0.2	-3	1	0.2	19
Cc1ccc2nc(NCCCN3CCOCC3)c(C=NCCCN3CCOCC3)c(=O)n2c1	/	i	-1&-6	-9	0	-3.2	-1	-7	0.0	-2
CC(=O)N1c2ccc(S(=O)(=O)N3CCCC(C(=O)Nc4cccc(F)c4)C3)cc2CC1C (stereo not given)	1.6	-0.2	-5	-5	-4	0.8	1	-7	-0.2	2
Cc1nc2ccccn2c1/C(O)=C1\C(=O)C(=O)N(CCN(C)C)C1c1ccco1 (stereo not given)	0.3	-0.5	/	7	-7	-0.1	-2	-1	-0.2	12
Cc1nc2ccc(F)cc2cc1C(=O)Nc1ccc(Cl)c(Cl)c1	-0.1	-0.3	-10	-4	9	0.4	-1	0	1.2	1
O=C(NCCc1c[nH]c2ccccc12)C(F)(F)C(F)F	1.9	/	8	8	0	0.1	3	-1	0.4	10
O=C(CNC(=O)c1ccc2c(c1)OCO2)Nc1ncccc1O	3.0	i	-4	0	-8	-0.6	0	/	-3.4	/
COCCn1cnc2c1c(=O)n(Cc1c(F)cccc1Cl)c(=O)n2Cc1ccccc1	1.1	-0.2	2	2	18	-1.3	0	3	-0.6	20
Cc1ccccc1NC1(C#N)CCCCC1	-0.9	-0.4	0	-4	-6	0.5	4	3	-0.1	21
COc1ccc(OCC(=O)NCCCN2CCOCC2)cc1	/	-0.3	4	-9	-2	0.4	-2	-6	0.9	22
CCOC(=O)C1C(=O)NC(c2ccccc2)=NC1c1ccc(Br)cc1 (stereo not given)	0.1	-0.4	-6	8	8	0.8	-2	4	-0.1	11
Cc1ccc(CNC(=O)c2cc(-c3cc(C)cc(C)c3O)n[nH]2)cc1	0.6	-4.8	-4	21	-2	2.6	-9	0	0.2	21
CCCN(CC(=O)Nc1cccc(Br)c1)CC(=O)Nc1ccc(F)c(F)c1F	/	i	-27	37*	17	3.5	0	-5	-0.1	9
CC(C)(C)S(=O)(=O)c1ccsc1C(=O)O	3.3	i	-13	-15	5	1.1	-1	3	-0.4	-4
COC(=O)C(C(=O)OC)C(CC(=O)c1ccc(Br)cc1)c1ccccc1 (stereo not given)	14*	i	-4	8	33	-0.2	4	/	0.5	/
Cc1ccc(C(=O)CSc2nc3cccnc3n2C)cc1	/	i	-15	3	-14	0.4	-1	1	0.3	17
O=C(CC1CCCC1)Nc1nc2ccccc2[nH]1	/	-0.4	-1	1	10	0.0	12	2	-0.5	29
CC(C)(C)N(CC#CCC(O)(c1ccccc1)c1ccccc1)CCO	-1.3	-0.9	3	-2	-7	0.5	-5	-3	0.3	17
CC(C)Cn1cnc2c(N)nc3ccccc3c21	1.4	-0.4	-15	0	3	-1.3	0	/	-1.0	17
CCOC(=O)c1c(C)sc2c1N(C(C)=O)c1cc(Cl)ccc1S2	/	i	-5	10	36	-0.2	-2	0	-0.1	-12
O=C1CCCN1CCCNc1nc(NCc2cccs2)nc2ccsc12	0.1	-0.6	/	-4	12	/	-1	/	-0.2	/
COC(=O)[C@]1(C)N[C@H](CN(C)S(=O)(=O)c2ccc(OC)cc2)[C@@H]2C(=O)N(C)C(=O)[C@@H]21	-9.3	-0.2	-16	12	-4	-0.6	-3	/	-0.1	/
COC(=O)N/N=C/c1cn(Cc2ccccc2F)c2ccccc12	1.9	-0.2	i	-6	1	0.6	1	2	-6.8	-20
COc1ccc(Cc2c(-c3ccc(Cl)cc3)nc3c(C)cc(Br)cn23)c(C)c1	0.4	/	/	10	/	/	-2	/	1.8	/
C=C(C)C(=O)NC1=NN(c2ccccc2)C(=O)C1	/	1.2	-1	11	-1	3.3	-2	-3	-0.1	6
COc1ccc(CCNC(=O)CCC(=O)c2cccs2)cc1OC	2.4	-0.8	-3	4	-5	-0.1	/	/	/	/
O=C(O)Cc1ccc(NC(=S)Nc2ccc(Br)cc2Cl)cc1	-0.1	i	-1	-6	5	-0.5	-3	3	0.2	-20
O=C1N/C(=N/O)S/C1=C/c1cccnc1	0.4	0.4	/	-1	3	-2.0	-2	-4	-0.1	18
O=c1cc(N2CCOCC2)[nH]c(=O)n1C1CCCCC1	/	i	1	-6	-6	-0.4	3	-4	-0.4	34

4 records picked at random from the list so far, as already listed:
SMILES	TcdB GH inh	BH1578 lux ind	PriA SSB inh	CCHFV vOTU inh	Y pestis TopoI	PfHsp40 yeast	Anthrax LF prot	3CLpro inhibitor	BoNT A protease	DUSP3 inh
O=c1cc(N2CCOCC2)[nH]c(=O)n1C1CCCCC1	/	i	1	-6	-6	-0.4	3	-4	-0.4	34
O=C1CCCN1CCCNc1nc(NCc2cccs2)nc2ccsc12	0.1	-0.6	/	-4	12	/	-1	/	-0.2	/
O=C1N/C(=N/O)S/C1=C/c1cccnc1	0.4	0.4	/	-1	3	-2.0	-2	-4	-0.1	18
CC(C)Cn1cnc2c(N)nc3ccccc3c21	1.4	-0.4	-15	0	3	-1.3	0	/	-1.0	17

Remaining list, next part
SMILES	TcdB GH inh	BH1578 lux ind	PriA SSB inh	CCHFV vOTU inh	Y pestis TopoI	PfHsp40 yeast	Anthrax LF prot	3CLpro inhibitor	BoNT A protease	DUSP3 inh
Cc1oc(-c2cc(F)cc(F)c2)nc1CN1CCSCC1	-1.2	-0.8	-3	-10	6	-0.6	-4	1	-0.5	10
CC1=NN(C(=O)c2cccc(Cn3nc(C)c([N+](=O)[O-])c3C)c2)C(O)(C(F)(F)F)C1 (stereo not given)	-0.1	-2.5	-9	/	3	1.2	0	1	-3.9	-6
CC(NC(=O)COC(=O)c1ccc[nH]c1=O)c1ccccc1 (stereo not given)	0.5	i	-10	3	-1	0.2	-7	/	-0.6	/
Cc1ccccc1-c1cc(C(=O)NCc2cccc(Br)c2)nn1CC1CC(c2cccc([N+](=O)[O-])c2)=NO1 (stereo not given)	-1.2	-4.5	7	-3	9	-0.1	2	/	-0.4	/
COC(=O)C1C2C=CC3(CN(C(C)C)C(=O)C13)O2 (stereo not given)	0.3	0.4	-10	-3	3	0.3	6	-1	-0.8	13
N#Cc1ccc(OCC(=O)NCC2(N3CCCCC3)CCCCC2)cc1	-1.9	-0.2	-2	-13	-2	0.6	-1	-1	-1.3	19
COc1ccc(/C=N/NC(=O)c2ccc(COc3cccc4cccnc34)cc2)cc1O	2.0	-1.1	i	-1	7	0.7	1	-1	-0.5	21
CC(C)Oc1ccc(C(=O)N/N=C/c2ccc(-c3ccc(S(=O)(=O)Nc4ncccn4)cc3)o2)cc1	/	i	/	-5	3	-0.3	-4	-3	-0.1	16
CSc1ccccc1NC(=S)Nc1ccccc1C(F)(F)F	/	-0.2	-12	-7	8	0.2	-1	4	0.5	0
Cc1ccc(C(CCN(Cc2ccccc2)C(=O)c2ccco2)c2ccco2)cc1 (stereo not given)	0.4	-0.3	10	11	26	-0.4	0	1	0.1	-10
Cc1ccccc1-c1nc(NCC2CC2)nc2ccsc12	-1.3	-0.7	/	-33	14	/	-1	/	0.2	/
CCC[N+]1(CC#CC2(O)CCCCC2)CCOCC1	0.7	-0.1	-3	2	4	0.4	-1	2	-0.8	3
COc1ccc(-c2nc3ccccc3c(=O)o2)cc1OC	/	i	-3	0	-2	-1.0	-1	1	-0.2	7
Nc1c(C(=O)NCc2cccs2)nnn1CC(=O)Nc1cccc(Cl)c1	0.8	i	-5	-3	-7	0.2	0	6	-0.2	6
COc1ccc(C=O)cc1Cn1ccnc1	-0.5	-0.2	-7	7	-2	1.0	0	0	-0.3	15
Cc1cc2cccc(C)c2nc1SCC(=O)NNC(=O)c1ccco1	0.8	-0.2	15	1	12	-0.7	-1	4	-0.9	11
COc1ccc(C(c2nnnn2C(C)(C)C)N2CCC3(CC2)C(=O)NCN3c2ccccc2)cc1 (stereo not given)	-0.4	/	/	8	/	/	-2	/	0.1	/
Cc1occc1C(=O)Nc1sccc1C(N)=O	0.9	0.7	-2	0	0	2.6	-5	0	-3.9	10
COc1ccc(C2CC(=O)Oc3c(C(C)C)ccc(C)c32)cc1 (stereo not given)	1.1	-0.4	-1	10	0	-1.0	3	/	-0.1	/
COC(=O)c1cc2ccsc2n1Cc1ccccc1F	0.5	i	-26	9	25	-1.3	-2	4	-0.8	-13
O=C(Nc1ccc(F)c(Cl)c1)c1cc(C2CCCCN2C(=O)c2cccs2)on1 (stereo not given)	0.3	0.3	/	12	24	/	-2	/	0.3	/
Cn1c(CCCOc2ccc(Cl)cc2Cl)nnc1SCC(=O)Nc1nccs1	/	-0.9	-3	3	30	-0.3	-2	2	0.5	-4
CC(C#N)CCC#N (stereo not given)	1.2	-0.3	-1	-7	4	0.8	-1	/	-0.1	/
COc1cc(CCC(=O)N2CCN(c3ccccc3)CC2)cc(OC)c1OC	1.0	i	-12	4	-10	0.0	10	-1	1.2	10
